TRPC6 inh = blocks the mouse TRPC6 cation channel; 310,000 tested, 1.1% active; HEK293-TRPC6, membrane potential dye, ACh-evoked depolarization; hits give low values; Q61143; B-score at 10 µM;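 active = B-score under library mean minus 3 SD, initial fluorescence not abnormally high, positive integrated signal ratio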;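 also: B-score derived from integrated fluorescence ratio over the kinetic read; more negative B-score means stronger inhibition of depolarization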
TRPC6 act = activates the mouse TRPC6 cation channel; Q61143; B-score at 10 µM; 310,000 tested, 0.13% active; HEK293-TRPC6 membrane potential dye fluorescence; hits give high values;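 active = B-score of the integrated fluorescence ratio above library mean plus 3 SD, and starting fluorescence ratio within library mean plus 5 SD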;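 also: higher score means more depolarization so channel activation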
IEC-6 tox = counter-screen for KLF5 inhibitors: cytotoxicity in IEC-6 cells; IEC-6 cytotoxicity, luminescence viability; inhibition, % at 5 µM; 290,000 tested, 0.78% active; AID 1825; in the data active = inhibition above about 22%;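 also: 0% = plate median of test compound wells and 100% = cytotoxic reference compound wells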
SKKanGAS inh = SKKanGAS growth inhibition. AID 1662. 300,000 tested, 1.3% active. inhibition, % at 7.5 µM. S. pyogenes SKKanGAS, kanamycin growth, BacTiter-Glo, 6 h;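 active = mean replicate score, as percent of positive control median, at least 50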;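 also: strain carries kanamycin resistance gene driven by streptokinase promoter and grows in 40 µg/ml kanamycin; loss of luminescence reflects streptokinase promoter inhibition or plain growth inhibition; 0% = median of DMSO wells and 100% = positive control at its reference dose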
TRPC4 inh = TRPC4 (mouse) channel inhibition; Q9QUQ5; HEK293 TRPC4beta/mu-opioid, DAMGO-evoked Fluo4 calcium flux; hits give low values; B-score at 10 µM; 300,000 tested, 0.39% active; AID 2247;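 active = B-score over 3 SD under the library average, no early fluorescence shift, positive overall ratio signal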
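Material: HEK293 cells with stable TRPC4beta plus mu-opioid receptor expression; probe or stimulus: DAMGO in two steps, submaximal then maximal; technique: Fluo4 calcium fluorescence by kinetic imaging, 5 s 1 Hz baseline; measure: integrated fluorescence ratio relative to baseline, converted to per-well B score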
MrgX1 antagonist = blocks BAM8-22 activation of human MrgX1 receptor; MRGX1-HEK293 calcium flux, Fluo-4, BAM8-22 antagonism; hits give low values; Q96LB2; AID 588676; 310,000 tested, 1.3% active; B-score at 10 µM;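 active = calcium-response B-score plate-corrected more than 3 library SD below zero, starting fluorescence within 5 deviations, no agonist response on first addition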;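 also: peak minus trough fluorescence over baseline after final BAM8-22 challenge near maximal dose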
Target sequence (Q96LB2 whole entry, looked up): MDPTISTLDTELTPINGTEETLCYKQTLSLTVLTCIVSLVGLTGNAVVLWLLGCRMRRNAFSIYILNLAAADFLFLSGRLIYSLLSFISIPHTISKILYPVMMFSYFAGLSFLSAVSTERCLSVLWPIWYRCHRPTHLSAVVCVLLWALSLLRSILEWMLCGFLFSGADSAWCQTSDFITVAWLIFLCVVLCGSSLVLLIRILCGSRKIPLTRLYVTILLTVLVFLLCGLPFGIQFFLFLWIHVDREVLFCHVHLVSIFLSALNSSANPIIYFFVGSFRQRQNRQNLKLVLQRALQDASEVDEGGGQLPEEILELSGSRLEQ
TRPC4 PAM = TRPC4 (mouse) allosteric potentiation; HEK293 TRPC4beta/mu-opioid, DAMGO EC20, Fluo-4 Ca2+ flux; hits give high values; AID 2227; 310,000 tested, 0.42% active; B-score at 10 µM; Q9QUQ5;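 active = B-score of calcium response area above 5 SD of library B-scores, with initial fluorescence ratio within 5 SD of library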;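 also: B-score of integrated fluorescence ratio over time as area under calcium response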
aSyn 5UTR inh = 5' untranslated region of α-synuclein, MLPCN primary screen; alpha-synuclein 5'UTR reporter, inhibitor activity; inhibition, % (tested at 7.5 µM); 300,000 tested, 0.82% active; in the data active = inhibition above about 60%;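 also: H4 neuroglioblastoma cells stably carrying SNCA 5'UTR luciferase fusion; 0% = DMSO wells and 100% = positive control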
KLF5 inhibitor = kruppel-like factor 5 inhibition; DLD-1 KLF5 promoter-luciferase reporter, luminescence; inhibition, % at 5 µM; 290,000 tested, 0.23% active; AID 1700;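 active = inhibition above a per-plate limit of that plate's mean compound inhibition plus 3 SD, cut at about 60% in these data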;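 also: 0% = DMSO wells and 100% = LY294002 at 200 µM; higher means less KLF5 promoter-driven luciferase light; inactives centre near -14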
TRPC4 act = TRPC4 (mouse) channel activation. Q9QUQ5. HEK293 TRPC4beta/mu-opioid, Fluo4 calcium fluorescence; hits give high values. B-score at 10 µM. 310,000 tested, 0.49% active. AID 2237;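 active = B-score above 5 SD of library B-scores, and initial fluorescence ratio not above library mean plus 5 SD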;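 also: positive B-score marks a calcium rise read as TRPC4 activation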
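Material: HEK293 stable line with TRPC4beta plus mu-opioid receptor; technique: Fluo4 calcium-sensitive dye fluorescence, kinetic, 1 Hz baseline; timing: Fluo4 dye loading 45 min at room temperature, 110 s recording; controls: assay buffer as low control, maximal DAMGO as high control; read-out: integrated baseline-normalised fluorescence ratio, converted to per-well B score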
HIF act = HIF pathway transcriptional activation; U2OS HRE-luciferase reporter, luminescence; normalized: DMSO 0%, desferrioxamine 100%; activation, % at 7.5 µM (by protocol); 300,000 tested, 0.32% active; AID 1910;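 active = mean activation of at least 10% of the iron chelator positive control signal, with at least half of replicates also reaching 10%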
Starred values were filed as active, the others as inactive; i = inactive; / = no result given.

Fields – TRPC6 inh	TRPC6 act	IEC-6 tox	SKKanGAS inh	TRPC4 inh	MrgX1 antagonist	TRPC4 PAM	aSyn 5UTR inh	KLF5 inhibitor	TRPC4 act	HIF act
- CC(c1ccc(F)cc1)n1c(-c2cccs2)n[nH]c1=S (stereo unspecified)
  i	i	-4	-1	i	i	i	7	-5	i	-0.1
- O=S(=O)(c1ccc(F)c(F)c1F)N1CCN(C(=S)NCc2ccccc2)CC1
  i	i	-2	-1	i	i	i	12	4	i	-0.5
- CN(C)C(=O)CN1CCN(c2nc3nonc3nc2N2CCCCC2)CC1
  i	i	-2	-4	i	i	i	9	-23	i	-0.3
- COc1ccc(-c2cc(C(=O)N3CCN(c4ccccc4)CC3)c3ccccc3n2)cc1OC
  i	i	5	12	i	i	i	9	-3	i	0.1
- CN(C(=O)c1ccc(C#N)cc1)c1nnc(-c2cnccn2)s1
  i	i	2	-5	i	i	i	-12	-23	i	-0.2
- COc1cc(NS(=O)(=O)c2ccc(Br)cc2)c(OC)cc1NC(=O)c1ccco1
  i	i	3	11	i	i	i	13	-7	i	-0.4
- Cc1ccc(CN2CCN(/N=C/c3cc(Br)cc(Br)c3O)CC2)cc1
  i	i	-6	2	i	i	i	9	-16	i	-0.8
- CSc1nnc(C)c(=O)n1COC(=O)COc1ccccc1F
  i	i	-2	-12	i	i	i	9	-20	i	-0.7
- CCOc1ccccc1NC(=O)NCCN1CCCCC1
  i	i	-2	-3	i	i	i	7	-16	i	-0.5
- CCOC(=O)C1=C(C)NC(=S)NC1c1cccs1 (stereo unspecified)
  i	i	3	1	i	i	i	22	-10	i	-0.3
- Cc1ccc(CSCC(=O)Nc2cc(S(=O)(=O)N3CCOCC3)ccc2OC(C)C)cc1
  i	i	/	-1	i	i	i	-5	/	i	-0.4
- COc1ccc(CCNC(=O)C(=O)NCC2OCCN2S(=O)(=O)c2cccs2)cc1 (stereo unspecified)
  i	i	1	31	i	i	i	11	-15	i	-0.5
- COC(=O)CN(c1ccccc1[N+](=O)[O-])S(=O)(=O)c1ccccc1
  i	i	-8	-1	i	i	i	-26	-1	i	-0.4
- CCOC(=O)/C=C1\CC(=O)Nc2cc(C)c(C)cc2N1
  i	i	-1	0	i	i	i	14	-21	i	-0.3
- c1ccc2c(c1)nc(N1CCOCC1)c1nncn12
  i	i	13	-9	i	i	i	11	-18	i	-0.4
- CCC(C)NC(=O)C1c2cc(OC)c(OC)cc2C(=O)N(C)C1c1ccc(OC)cc1 (stereo unspecified)
  i	i	4	6	i	i	i	21	2	i	0.5
- O=S1(=O)N=C2CCCN2C(c2ccc(F)cc2)N1 (stereo unspecified)
  i	i	5	-5	i	i	i	6	-5	i	-0.7
- O=C(NCc1ccncc1)c1nnc(Cc2c(F)cccc2Cl)o1
  i	i	0	-9	i	i	i	24	-17	i	0.1
- Oc1c(CN2CCCCC2)cc(COCc2ccccc2)c2cccnc12
  i	i	2	-2	i	i	i	92*	48	i	132*
- COc1ccc(CCNC(=O)CN(c2ccccc2OC)S(C)(=O)=O)cc1
  i	i	2	1	i	i	i	8	4	i	-0.1
- Oc1ccc(Cl)cc1Cc1cc(Cl)ccc1O
  -5.1*	i	5	19	i	i	i	8	4	i	0.1
- CCn1c(SCC(=O)Nc2nncs2)nnc1-c1ccco1
  i	i	3	-4	i	i	i	-8	-21	i	34*
- CCC1CCCCN1C(=O)c1ccc(OC)c(OC2CCN(C(C)C)CC2)c1 (stereo unspecified)
  i	i	0	-6	i	i	i	-8	-13	i	-0.8
- Clc1ccc(-c2noc(CCCc3ccccc3)n2)cc1
  i	i	-3	17	i	i	i	-97	-25	i	0.2
- CCn1c(SCC(=O)c2ccccc2)nc2sc3c(c2c1=O)CCN(C)C3
  i	i	-9	3	i	i	i	-28	-15	i	0.6
- CCN(CC)CCN(C(=O)c1ccc(Br)s1)c1nc2cc3c(cc2s1)OCCO3
  i	i	5	-4	i	i	i	-13	-4	i	0.7
- O=C(Nc1nccs1)c1ccc(CSc2nnnn2-c2ccccc2)cc1
  i	i	2	3	i	i	i	-24	-2	i	0.0
- NC(=O)CC(NC(=O)Cc1cccc2ccccc12)c1ccc(N2CCC(N3CCCC3)CC2)c([N+](=O)[O-])c1 (stereo unspecified)
  i	i	3	-2	i	i	i	27	4	i	-1.5
- COc1ccc2nc(NC(=O)CSc3nccc(C)n3)sc2c1
  i	i	3	-2	i	i	i	28	-18	i	39*
- Cc1ccccc1NC(=O)c1c([N+](=O)[O-])cnn1C
  i	i	-6	4	i	i	i	4	-32	i	-0.1
- CC(=O)c1ccc(N2CCN(C(=O)Cn3c(=S)[nH]c4ncccc4c3=O)CC2)cc1
  i	i	-8	6	i	i	i	3	-11	i	-0.2
- COc1ccc(Cl)cc1NC(=O)C/C(C)=N/NC(=O)Cc1ccccc1
  i	i	0	-2	i	i	i	-24	-1	i	0.2
- CCCCC(NC(C)=O)c1nc2ccccc2n1CCC (stereo unspecified)
  i	i	0	-3	i	i	i	-15	-16	i	0.0
- COc1ccc(/C(C)=N/NC(=S)Nc2cc(C)ccc2C)cc1
  i	i	6	24	/	i	i	-11	-5	i	-0.7
- Cc1csc(NC(=O)CSc2nnc(NC(=O)NC(C)(C)C)s2)n1
  i	i	/	-5	i	i	i	-12	/	i	0.8
- CCN1CCN(c2ccc(S(=O)(=O)N3CCOCC3)cc2NC(=O)/C=C/c2ccc(OC)c(OC)c2)CC1
  i	i	/	-4	i	i	i	1	/	i	0.2
- CN(CCCN1CCOCC1)Cc1cn(C)nc1-c1ccccc1F
  i	i	2	1	i	i	i	-6	-30	i	0.2
- COC(=O)C1=C(NC(=O)c2cccc(OC)c2)CCS1
  i	i	-2	8	i	i	i	-53	-6	i	-0.1
- CC1=NN(Cc2ccccc2)C(=O)/C1=C/c1ccc(N(C)C)cc1
  i	i	0	-2	i	i	i	-19	-14	i	/
- CCN(CC(=O)Nc1c(F)cccc1F)C(=O)C1CCC1
  i	i	/	-5	i	i	i	14	/	i	-37
- O=Cc1c(NCc2cccc(F)c2)c2ccccc2[nH]c1=O
  i	i	-8	0	i	i	i	4	-36	i	0.3
- Cc1cc(NC(=O)CN2CCN(c3ncccn3)CC2)no1
  i	i	-6	1	i	i	i	-2	-7	i	-0.1
- COc1ccccc1C(C#N)N1N=C(C)CC1c1ccccc1 (stereo unspecified)
  i	i	3	0	i	i	i	5	-26	i	-0.1
- Cc1ccc(C)c(S(=O)(=O)N2CCCOC2CNC(=O)C(=O)NCCCN2CCOCC2)c1 (stereo unspecified)
  i	i	0	-14	i	i	i	-16	-7	i	-15
- CC(C)N(CCNC(=O)c1nn(Cc2ccccc2)c(=O)c2ccccc12)C(C)C
  i	i	6	1	i	i	i	-18	-22	i	0.1
- CCOC(=O)CSc1nc2sc(C)c(C)c2c(=O)n1N
  i	i	6	7	i	i	i	11	2	i	-0.3
- CCCN1C(=O)S/C(=C/c2ccc(N3CCOCC3)o2)C1=O
  i	i	0	-2	i	i	i	-83	-11	i	0.5
- CCC1CCCCN1S(=O)(=O)c1ccc(NC(=O)c2nc(S(C)(=O)=O)ncc2Cl)cc1 (stereo unspecified)
  i	i	94*	51*	i	i	i	51	8	i	/
- COc1ccc(OCCC(=O)OCC(=O)NCc2ccccc2)cc1
  i	i	0	-5	i	i	i	6	2	i	0.4
- CCCc1nnc(NC(=O)CCC(=O)NCc2ccccc2Cl)s1
  i	i	0	-3	i	i	i	4	-13	i	-0.2

More structures
Fields – TRPC6 inh	TRPC6 act	IEC-6 tox	SKKanGAS inh	TRPC4 inh	MrgX1 antagonist	TRPC4 PAM	aSyn 5UTR inh	KLF5 inhibitor	TRPC4 act	HIF act
- COc1cc(C)ccc1OCCOCCOc1cc(C)c(C)cc1Br
  i	i	1	0	i	i	i	-39	6	i	0.6
- Cn1cc(SCC(=O)Nc2nc3ccccc3s2)c2ccccc21
  i	i	4	7	i	i	i	16	2	i	0.1
- COC(=O)c1ccc(CSc2nc3ccc(Cl)cc3[nH]2)o1
  i	i	-1	-1	i	i	i	-11	-34	i	0.8
- Cn1cccc1C(=O)C(=O)Nc1cccc(Cl)c1Cl
  i	i	3	-9	i	i	i	-148	-1	i	3.5
- Cc1ccc(C)c(NC(=O)COC(=O)CC2c3ccccc3CCN2S(=O)(=O)c2ccc(F)cc2)c1 (stereo unspecified)
  i	i	2	31	i	i	i	3	-5	i	0.1
- Cc1cc([N+](=O)[O-])cc(/C=N/n2c(C)nc3ccccc3c2=O)c1O
  i	i	-2	72*	i	i	i	10	-1	i	1.4
- Cc1ccc[n+](CC(=O)Nc2ccc(Cl)c([N+](=O)[O-])c2)c1
  i	i	-3	-10	i	i	i	-14	-13	i	-17
- Nc1ncc(CN2CCCC(C(=O)Nc3ccc(-c4ccco4)cc3)C2)cn1 (stereo unspecified)
  i	i	-2	0	i	i	i	14	-32	i	0.1
- Cc1c(NC(=O)c2cc(-n3cnnc3)ccc2Cl)cccc1-c1nc2ccccc2s1
  i	i	1	-2	i	i	i	-90	-155	i	1.8
- COc1ccc(CNC(=O)C2CCCN2C)cc1OC (stereo unspecified)
  i	i	6	-12	i	i	i	7	-9	i	-0.3
- C=CCNC(=O)C(=O)NCC1CCCN1S(=O)(=O)c1cccs1 (stereo unspecified)
  i	i	/	5	i	i	86*	2	/	i	0.1
- CCOc1ccc(/C=C/C(=O)Oc2ccccc2)cc1
  i	i	0	0	i	i	i	-1	13	i	-0.4
- Cc1noc(C)c1S(=O)(=O)Nc1ccc(C(C)C)cc1
  i	i	-5	2	i	i	i	22	-47	i	-1.0
- CCOC(=O)Cc1csc2nc3sc(C)c(C)c3c(=O)n12
  i	i	1	0	i	i	i	-7	2	i	-0.9
- Cc1c(Cc2ccccc2)sc(NC(=O)/C=C/c2cccc3ccccc23)c1C(N)=O
  i	i	-4	3	i	i	i	50	-18	i	-4.1
- CCc1ccc(/C=C/C(=O)c2ccc(S(=O)(=O)N(C)C)cc2)cc1
  i	i	15	-12	i	i	i	-11	-30	i	0.4
- C=CCNC(=O)CC(=O)N/N=C/c1cccc(C)c1
  i	i	5	-1	i	-4.6*	i	-15	5	i	-0.7
- COCCCNC(=O)C1CC(=O)N(C2CCCC2)C1 (stereo unspecified)
  i	i	-2	-8	i	-4.8*	i	4	-55	i	-0.2
- O=C(CSc1ncc(-c2ccccc2)[nH]1)Nc1ccccc1
  i	i	-1	-13	i	i	i	1	-26	i	/

High-throughput results as filed in PubChem BioAssay.
